Assay outcomes (PubChem)
hgDAF12 agonist = agonists of H. glycines DAF-12 nuclear receptor. HEK293 GAL4-hgDAF12 UAS-luciferase reporter, agonist luminescence; normalized to butyrate control. activation, % at 6.8 µM. hit rate 1.8% among 370,000. AID 687014;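 active means activation above a cutoff set at the mean of all screened compounds plus 3 SD, cut at about 10% in these data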;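 further: 0% = DMSO wells and 100% = sodium butyrate wells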
hcDAF12 agonist = activators of H. contortus DAF-12 nuclear receptor | AID 652067 | hit rate 1.4% among 370,000 | HEK293 hcDAF-12 lit1-tk-luc reporter, luminescence; 0% DMSO, 100% Δ7-dafachronic acid | activation, % at 6.8 µM;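 active means activation above the mean of all tested compounds plus 3 SD, cut at about 5.5% in these data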;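 further: 100% = response to 3 µM Δ7-dafachronic acid high control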
GC-A act = GC-A (human) enzyme activation; HEK293 GC-A cells, cGMP TR-FRET, EC30 ANP; 0% at EC30 ANP, 100% saturating ANP; activation, % at 10 µM; hit rate 0.14% among 370,000; AID 1671463; in the data active means activation above about 40%
DAX1 inh-1 = DAX1 (NR0B1) inhibition, primary screen. HEK293T StAR-luciferase reporter, SF-1/DAX-1 repression relief. inhibition, % at 6.8 µM. hit rate 1.1% among 370,000. AID 652010;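 active means inhibition above the mean over all tested compounds plus 3 SD, cut at about 3.6% in these data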;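 further: 0% = DAX-1 cells with DMSO and 100% = cells lacking DAX-1 with DMSO; higher inhibition means more luminescence from relief of DAX-1 repression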
GAA850 FXN act = increases GAA850 frataxin promoter reporter activity; hit rate 0.56% among 360,000; activation, % at 6 µM; HEK293 lucGAA850 FXN promoter luciferase reporter, 24 h; percent of 10 µM SAHA response;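 active means activation above the average of all compounds screened plus 3 SD, cutoff fixed separately per campaign, cut at about 7.5% in these data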;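 further: 0% = DMSO wells and 100% = 10 µM SAHA wells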
DAX1 inh-2 = NR0B1 (DAX1) inhibition | P51843 | HEK293 Gal4-DAX1 luciferase reporter, luminescence | inhibition, % at 6.75 µM | hit rate 0.99% among 340,000 | AID 504766;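 active means inhibition above the mean over all tested compounds plus 3 SD, cut at about 4.2% in these data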;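 further: 0% = DAX1-transfected cells with DMSO and 100% = empty-vector control cells with DMSO; inhibition shows as a rise in luminescence from relieved DAX1 repression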
SMARCA2 act = increases SMARCA2 function in MMTV reporter cells | MG213 cells, MMTV-luciferase reporter, dexamethasone, overnight | activation, % at 9.1 µM | AID 652017 | hit rate 1% among 370,000; in the data active means activation above about 7.8%;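 further: 0% = vehicle wells and 100% = reference activator wells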
HGIII-sPLA2 inh = Blocks human group III sPLA2 activity. Q9NZ20. QFRET BODIPY PC-A2 liposome hydrolysis, fluorescence. inhibition, % at 12.2 µM. hit rate 0.56% among 370,000. AID 743126;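 active means inhibition above mean plus 3 SD of compounds lying within the high and low control bounds, cut at about 19% in these data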;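 further: 0% = median of test compound wells and 100% = no enzyme DMSO wells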
ssDAF-12 act = S. stercoralis DAF-12 activation, primary screen. HEK293 ssDAF-12/GRIP1 lit1-tk-luc reporter, luminescence; % of 3 µM dafachronic acid response. activation, % at 6.8 µM. hit rate 1% among 370,000;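 active means activation above the mean over all tested compounds plus 3 SD, cut at about 0.9% in these data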;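 further: 0% = DMSO-only wells and 100% = 3 µM delta7-dafachronic acid wells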
ADAM10 inh = ADAM10 inhibition, QFRET primary screen | recombinant ADAM10, EDANS/DABCYL FRET peptide cleavage, 3 h | inhibition, % at 7 µM | hit rate 0.62% among 370,000 | AID 720582;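 active means inhibition above a per-campaign cutoff equal to the mean of compounds falling between control-based bounds plus 3 SD, cut at about 20% in these data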;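 further: 0% = DMSO wells while the 100% control is not disclosed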
NPR2 activator = GC-B (human) receptor activation; P20594; HEK293-GC-B cells, CNP EC30, cGMP TR-FRET; 0% at EC30 CNP, 100% saturating CNP; activation, % at 10 µM; hit rate 0.11% among 370,000; AID 1920062;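 active means activation at 10 µM reaching about 35% in either raw or pattern-adjusted values, limit read from the data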
Target sequence (P20594 whole entry, looked up): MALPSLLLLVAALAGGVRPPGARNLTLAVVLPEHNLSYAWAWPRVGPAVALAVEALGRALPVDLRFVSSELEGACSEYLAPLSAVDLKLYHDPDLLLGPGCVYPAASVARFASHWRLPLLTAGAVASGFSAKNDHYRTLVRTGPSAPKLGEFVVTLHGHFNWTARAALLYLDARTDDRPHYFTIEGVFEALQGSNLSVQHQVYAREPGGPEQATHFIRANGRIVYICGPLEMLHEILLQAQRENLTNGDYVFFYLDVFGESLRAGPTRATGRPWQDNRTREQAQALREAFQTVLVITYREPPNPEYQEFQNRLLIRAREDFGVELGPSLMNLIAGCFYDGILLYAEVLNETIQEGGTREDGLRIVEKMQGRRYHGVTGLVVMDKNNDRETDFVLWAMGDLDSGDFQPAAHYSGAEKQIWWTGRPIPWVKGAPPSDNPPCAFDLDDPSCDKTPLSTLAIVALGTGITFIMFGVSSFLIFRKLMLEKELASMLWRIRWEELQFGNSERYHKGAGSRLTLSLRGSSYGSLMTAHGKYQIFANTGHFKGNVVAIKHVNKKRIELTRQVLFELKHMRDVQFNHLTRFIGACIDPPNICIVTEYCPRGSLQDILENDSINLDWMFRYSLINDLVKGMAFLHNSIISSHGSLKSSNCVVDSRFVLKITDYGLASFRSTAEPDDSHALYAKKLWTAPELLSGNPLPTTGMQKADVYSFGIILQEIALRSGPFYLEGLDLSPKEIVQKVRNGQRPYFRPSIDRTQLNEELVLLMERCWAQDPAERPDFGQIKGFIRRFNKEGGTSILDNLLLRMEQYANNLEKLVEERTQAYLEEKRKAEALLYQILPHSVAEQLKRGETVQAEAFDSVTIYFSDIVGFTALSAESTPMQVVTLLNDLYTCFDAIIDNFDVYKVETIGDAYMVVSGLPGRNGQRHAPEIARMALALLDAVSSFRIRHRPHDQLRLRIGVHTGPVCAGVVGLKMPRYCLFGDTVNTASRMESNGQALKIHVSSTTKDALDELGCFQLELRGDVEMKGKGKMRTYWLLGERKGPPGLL
Active calls of the source: *; nt = not tested or not shown.

1	Cc1ccc(CN2CCNC(=O)C2CC(=O)N(C)Cc2cnccn2)cc1 (stereo not given)
2	NCCCCCCNS(=O)(=O)c1cccc2c(Cl)cccc12
3	COc1ccc(S(=O)(=O)N2CCCCC2)cc1NC(=O)C1CC(=O)N(c2ccc3c(c2)OCCO3)C1 (stereo not given)
4	O=C(CCCN1C(=O)S/C(=C\C=C\c2ccccc2)C1=O)Nc1ccc(C(=O)O)cc1
5	Cc1ccc(-c2nc(C3CCCN(S(=O)(=O)c4ccc(Cl)s4)C3)no2)cc1 (stereo not given)
Assay by compound	1	2	3	4	5
hgDAF12 agonist	1.0	-3.5	-0.8	5.0	1.0
hcDAF12 agonist	-1.1	0.6	-1.0	0.4	-1.8
GC-A act	-1	-1	3	-4	-1
DAX1 inh-1	0.2	-0.4	-1.7	0.8	-0.5
GAA850 FXN act	1.1	-0.8	-0.9	-3.3	nt
DAX1 inh-2	0.1	-1.6	-0.7	1.3	nt
SMARCA2 act	3	-6	-4	8.5*	-3
HGIII-sPLA2 inh	1	11	-14	-14	4
ssDAF-12 act	0.2	-0.7	-0.7	-0.7	-1.7
ADAM10 inh	-12	0	-15	10	-3
NPR2 activator	1	-16	-1	2	0

6	COC(=O)c1ccc2nc(NC(=O)C3CC3)sc2c1
7	CCCCNC(=O)CSc1cc(=O)n(C)c2ccccc12
8	Cc1ccccc1NC(=O)CCCN1C(=O)C2CC=CCC2C1=O (stereo not given)
9	Cc1ccccc1Cn1c2ccccc2c2cnn(CC(=O)N3CCN(c4ccccc4)CC3)c(=O)c21
10	CC(C)c1ccc(NC(=O)C2(C)Cc3c(-c4cccc(C(N)=O)c4)ccnc3O2)cc1 (stereo not given)
Assay by compound	6	7	8	9	10
hgDAF12 agonist	9.4	1.4	1.4	-0.7	0.2
hcDAF12 agonist	0.4	-2.9	-1.6	-1.1	-1.7
GC-A act	3	-3	2	14	-1
DAX1 inh-1	0.3	0.4	1.1	-0.3	-1.8
GAA850 FXN act	4.0	0.2	1.6	1.4	-2.7
DAX1 inh-2	1.3	-0.1	1.6	-0.3	nt
SMARCA2 act	12*	-5	-1	-4	-6
HGIII-sPLA2 inh	1	2	5	-1	-8
ssDAF-12 act	-0.6	-0.5	-0.1	-0.7	-1.6
ADAM10 inh	5	-13	-7	-5	2
NPR2 activator	1	-1	-2	17	-4

11	O=S(=O)(c1ccc(Cl)cc1)N(CCCN1CCOCC1)Cc1cccs1
12	COc1ccc(/C=N/NC(=O)CCC(=O)Nc2ccc(Br)cc2)c(OC)c1
13	O=C1NC[C@H](Cc2ccccc2)N(C[C@H]2CCCN2C[C@H](Cc2ccc(O)cc2)N2C[C@H](Cc3ccc(O)cc3)N(CC3CCCCCC3)C(=O)C2=O)C1=O
14	Cn1nnc2cc(C(=O)NC3CCCCC3)ccc21
15	COc1ccc(-c2csc(NC(=O)CCCc3cccs3)n2)cc1
Assay by compound	11	12	13	14	15
hgDAF12 agonist	0.3	-1.0	-0.3	1.4	-1.1
hcDAF12 agonist	-1.5	-1.5	-0.3	-0.1	-1.4
GC-A act	-4	-7	1	1	-1
DAX1 inh-1	-0.1	0.1	0.7	0.1	-0.8
GAA850 FXN act	-1.3	2.1	2.4	0.9	-0.6
DAX1 inh-2	2.3	0.4	-1.0	-0.2	-1.6
SMARCA2 act	2	2	-1	-1	-1
HGIII-sPLA2 inh	-4	-2	-40	7	-9
ssDAF-12 act	-0.9	-1.0	-0.3	-0.7	-0.9
ADAM10 inh	-2	-3	6	2	7
NPR2 activator	-1	-8	9	3	-1

16	Nc1nc(Nc2ccccc2)nc(NCCO)c1[N+](=O)[O-]
17	CC1=NN(C(=O)c2ccc(Cn3ccc([N+](=O)[O-])n3)cc2)C(O)(C(F)(F)F)C1 (stereo not given)
18	COC(=O)c1cc(C)c(C)cc1NC1OC(CO)C(O)C1O (stereo not given)
19	CCOC(=O)C1CCN(C2=NC(=O)/C(=C/c3ccc(Cl)cc3)S2)CC1
20	c1ccc2c(c1)CCOC2CNCCCN1CCCCC1 (stereo not given)
Assay by compound	16	17	18	19	20
hgDAF12 agonist	-2.2	0.0	-1.3	0.1	-0.6
hcDAF12 agonist	-1.4	-1.9	-2.2	-1.9	-1.0
GC-A act	8	5	-10	-5	-1
DAX1 inh-1	-0.2	-0.8	-0.9	0.0	-0.2
GAA850 FXN act	1.6	-1.7	2.2	0.2	0.2
DAX1 inh-2	-0.8	-0.3	-0.2	-0.7	1.5
SMARCA2 act	-6	-3	1	-3	0
HGIII-sPLA2 inh	6	-4	11	1	-2
ssDAF-12 act	-0.7	-0.8	-1.3	-0.9	-1.5
ADAM10 inh	-2	3	-75	-1	3
NPR2 activator	5	5	-4	-4	5

21	Cc1n[nH]c(C)c1S(=O)(=O)N1CCN(C(=O)c2ccco2)CC1
22	Cc1ccc(-c2c(C(=O)N/N=C/c3ccco3)nnn2-c2nonc2N)cc1
23	CCOC(=O)c1cc2c(nc1NC(=S)Nc1ccccc1)CC(C)(C)OC2
24	CC(C)(CNC(=O)c1ccc(NS(=O)(=O)c2ccc(F)c(F)c2)cc1)N1CCOCC1
25	CCN(CC)CCNC(=O)c1ccc2c(c1)NC(=O)c1ccccc1S2
Assay by compound	21	22	23	24	25
hgDAF12 agonist	0.0	4.1	2.8	-1.2	0.0
hcDAF12 agonist	0.3	-2.3	1.5	-0.8	1.6
GC-A act	0	-1	0	-4	3
DAX1 inh-1	-0.1	1.0	0.7	-1.9	0.8
GAA850 FXN act	0.3	1.7	2.4	-1.7	5.6
DAX1 inh-2	0.8	0.0	-0.2	0.8	1.4
SMARCA2 act	2	-2	-2	-3	-1
HGIII-sPLA2 inh	2	-9	6	1	-2
ssDAF-12 act	-0.9	-0.7	-0.6	-0.9	-1.0
ADAM10 inh	1	3	0	2	1
NPR2 activator	1	-2	-6	6	-1

26	O=C(COc1ccccc1)Nc1nc(-c2cccnc2)cs1
27	NS(=O)(=O)c1ccc(NC(=O)CSc2nnc3n2CCCCC3)cc1
28	C#CCNC(=O)C1=C[C@H](C(C)(C)C)C[C@H](OCCCCO)O1
29	O=C(COC(=O)c1cccc(OC(F)F)c1)NCC1CCCO1 (stereo not given)
30	Cc1sc2nc(CN3CCOCC3)[nH]c(=O)c2c1-c1ccccc1
Assay by compound	26	27	28	29	30
hgDAF12 agonist	-1.8	3.7	-0.4	5.3	1.7
hcDAF12 agonist	0.4	-1.2	0.8	-0.5	-2.8
GC-A act	-1	4	1	-2	-2
DAX1 inh-1	2.3	-2.0	0.3	-0.3	-0.2
GAA850 FXN act	0.8	1.0	3.1	1.6	1.1
DAX1 inh-2	1.4	0.2	-0.2	-0.2	-0.2
SMARCA2 act	-1	-1	-1	4	-2
HGIII-sPLA2 inh	10	5	-2	7	15
ssDAF-12 act	-0.3	-0.9	-1.1	-1.7	-1.4
ADAM10 inh	-31	-8	-9	-14	-7
NPR2 activator	1	-1	0	2	-1

Random excerpt: 2 records from the list, in no set order.
15	COc1ccc(-c2csc(NC(=O)CCCc3cccs3)n2)cc1
2	NCCCCCCNS(=O)(=O)c1cccc2c(Cl)cccc12
Assay by compound	15	2
hgDAF12 agonist	-1.1	-3.5
hcDAF12 agonist	-1.4	0.6
GC-A act	-1	-1
DAX1 inh-1	-0.8	-0.4
GAA850 FXN act	-0.6	-0.8
DAX1 inh-2	-1.6	-1.6
SMARCA2 act	-1	-6
HGIII-sPLA2 inh	-9	11
ssDAF-12 act	-0.9	-0.7
ADAM10 inh	7	0
NPR2 activator	-1	-16

More structures follow.
31	CC(=O)N1CCC(Nc2ccc(C)cc2)CC1
32	CCc1nnc(NC(=O)c2ccc(S(=O)(=O)N3CCc4ccccc4C3)cc2)s1
33	COc1ccc2c(c1)CCc1c(C(=O)N3CCCCCC3)noc1-2
34	Cc1ccc(CNC(=O)Nc2nnc([C@@H]3C[C@H](O)[C@@H](CO)O3)s2)cc1
35	CCOC(=O)Cn1cc(/C=N/NC(=O)CC#N)c2ccccc21
Assay by compound	31	32	33	34	35
hgDAF12 agonist	-2.2	0.3	7.7	0.0	1.4
hcDAF12 agonist	-1.1	-0.4	3.2	0.2	0.0
GC-A act	2	-3	0	-2	1
DAX1 inh-1	-0.5	-0.3	3.8*	0.0	0.2
GAA850 FXN act	1.3	1.2	5.7	0.1	2.0
DAX1 inh-2	1.1	0.0	3.0	nt	-0.8
SMARCA2 act	-3	-2	3	0	5
HGIII-sPLA2 inh	3	1	-4	4	-34
ssDAF-12 act	-0.5	0.1	-0.6	-1.1	-1.3
ADAM10 inh	-4	0	8	2	-1
NPR2 activator	3	-3	6	-1	2

36	COc1ccc(NS(=O)(=O)c2ccc(OC)c(NC(=O)CNC(=O)c3ccc(OC)cc3)c2)cc1
37	COc1ccc(C2C(C#N)=C(N)Oc3cccc(O)c32)cc1 (stereo not given)
38	Cc1ccc(NC(=S)Nc2cccc3cnccc23)cc1C
39	Cc1ccc(C(=O)N/N=C/c2ccc(N3CCOCC3)cc2)c(C)c1
40	O=C(CSc1cccc[n+]1[O-])Nc1ccc(Cl)cc1F
Assay by compound	36	37	38	39	40
hgDAF12 agonist	-3.2	1.4	-4.3	14*	2.7
hcDAF12 agonist	-1.3	-2.6	2.1	1.2	1.2
GC-A act	-3	30	2	4	2
DAX1 inh-1	-2.4	-0.2	-0.8	0.2	-1.0
GAA850 FXN act	0.3	0.1	2.1	3.2	0.8
DAX1 inh-2	-0.5	-0.9	-0.5	-1.1	0.0
SMARCA2 act	-1	-1	-2	5	-1
HGIII-sPLA2 inh	-23	-7	2	2	-3
ssDAF-12 act	-0.9	-0.6	-0.4	-0.9	-1.3
ADAM10 inh	-7	1	-14	-73	3
NPR2 activator	1	3	-3	2	-2

41	O=C(Cn1cc([N+](=O)[O-])ccc1=O)N1CCc2ccccc2C1
42	Nc1cc(=O)[nH]c(SCCOc2ccccc2)n1
43	O=C(Nc1cccc([N+](=O)[O-])c1)c1ccc2c(c1)OCCO2
44	CCC1(C)Cc2c(c(=O)n(-c3ccccc3)c3ncnc(N)c23)CO1 (stereo not given)
45	Cc1cc(-c2ccco2)n(CC(=O)NCc2ccccc2)n1
Assay by compound	41	42	43	44	45
hgDAF12 agonist	0.2	5.8	8.6	2.0	0.1
hcDAF12 agonist	-0.6	-1.7	-1.6	-0.8	-0.4
GC-A act	2	1	0	0	3
DAX1 inh-1	3.2	0.4	1.2	-0.2	0.3
GAA850 FXN act	1.0	-0.2	3.8	2.2	-0.1
DAX1 inh-2	1.2	-0.1	-0.3	1.0	-0.1
SMARCA2 act	-2	-2	1	-1	-1
HGIII-sPLA2 inh	2	-6	-7	1	2
ssDAF-12 act	-0.1	-1.1	-1.2	-1.2	-1.8
ADAM10 inh	-15	-6	5	-8	-12
NPR2 activator	3	-4	-6	-3	-4
